# Neddylation inh: blocks human cullin neddylation. TR-FRET cullin neddylation, biochemical. AID 651699. P61081+Q13564. calls only at 25 µM. actives 0.58% (n = 360,000); in the data active means inhibition above about 36%
# Rin1-Abl PPI inh: blocks binding of human Rin1 to Abl | P00519+Q13671 | TR-FRET Rin1/Abl binding, biochemical | inhibition, % at 7.35 µM | actives 0.4% (n = 360,000) | AID 588664; in the data active means inhibition above about 5%, passing the limit was not always enough
# MT1-MMP act inh: MT1-MMP (human) activation inhibition | P50281 | GFP/RFP ratio change, % at 20 µM | HT1080 RFP-PRO-GFP cells, GFP/RFP ratio fluorescence, overnight; percent of plate control window, DMSO zero | actives 0.061% (n = 360,000);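 active means GFP/RFP ratio change of at least 30% with cell ATP level not reduced by more than half and red fluorescence within 50% of control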; further: strong numbers were not always called active
#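 Material: RFP-PRO-GFP reporter HT1080 cells. Dosing: single-point 20 µM compound, 1% DMSO. Controls: DMSO and RFP-L50D-GFP cell wells. Timing: cells overnight before dosing, compound overnight, 37 °C, 5% CO2. Measure: GFP/RFP fluorescence ratio.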
# SKN-1 inh: blocks SKN-1 activity in C. elegans. C. elegans VP596 Pgst-4::GFP/RFP ratio, acrylamide-induced, 24 h. inhibition, % at 21.8 µM. actives 0.49% (n = 360,000). AID 624304;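 active means interference check ratio from 0.5 to 1.5 plus GFP to RFP signal ratio inhibition reaching or exceeding a fixed threshold, cut at about 30% in these data, passing the limit was not always enough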; further: some compounds called inactive have numbers as strong as hits
# E coli Lon inh: inhibitors of E. coli Lon protease | inhibition, % at 7.94 µM | purified E. coli Lon protease, fluorescence polarization | actives 0.42% (n = 360,000); in the data active means inhibition above about 13%, passing the limit was not always enough;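 further: 0% = enzyme with probe and DMSO and 100% = no enzyme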
# Target sequence (P0A9M0 whole entry, looked up): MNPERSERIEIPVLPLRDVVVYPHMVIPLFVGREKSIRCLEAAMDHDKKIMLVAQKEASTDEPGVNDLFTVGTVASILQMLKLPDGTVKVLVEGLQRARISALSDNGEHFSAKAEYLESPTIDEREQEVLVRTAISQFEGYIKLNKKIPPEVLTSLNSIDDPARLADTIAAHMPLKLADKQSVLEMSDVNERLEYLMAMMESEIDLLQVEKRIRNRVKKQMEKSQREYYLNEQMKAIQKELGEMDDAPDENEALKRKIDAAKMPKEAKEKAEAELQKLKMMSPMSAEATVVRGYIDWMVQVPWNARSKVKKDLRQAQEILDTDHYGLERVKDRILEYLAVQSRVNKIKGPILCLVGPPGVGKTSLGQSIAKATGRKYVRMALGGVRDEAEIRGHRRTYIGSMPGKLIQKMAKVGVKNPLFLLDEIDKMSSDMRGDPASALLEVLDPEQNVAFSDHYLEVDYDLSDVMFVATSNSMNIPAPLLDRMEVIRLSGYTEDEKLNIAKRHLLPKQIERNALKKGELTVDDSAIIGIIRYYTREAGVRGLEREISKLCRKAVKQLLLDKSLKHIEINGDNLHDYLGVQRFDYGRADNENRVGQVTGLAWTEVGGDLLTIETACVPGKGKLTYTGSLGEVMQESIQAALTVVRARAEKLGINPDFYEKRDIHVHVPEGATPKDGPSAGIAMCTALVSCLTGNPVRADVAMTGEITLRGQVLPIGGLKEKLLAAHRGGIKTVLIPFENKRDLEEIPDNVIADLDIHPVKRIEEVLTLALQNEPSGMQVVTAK
# PABP1 MLLE inh: blocks PAM2 peptide binding to the PABP1 MLLE domain. P11940. GST-MLLE / FITC-PAM2 fluorescence polarization. inhibition, % at 20 µM. actives 0.36% (n = 360,000); in the data active means inhibition above about 35%, passing the limit was not always enough;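 further: plate controls were DMSO wells with GST-MLLE for no effect and wells lacking GST-MLLE protein for full effect; some results filed as inactive read as strong as hits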
# NRP1-CendR mod: modulators of CendR peptide binding to human neuropilin-1; FAM-RPARPAR peptide binding to NRP-1, fluorescence polarization; inhibition, % at 25 µM; actives 0.85% (n = 360,000); AID 602438;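 active means inhibition or corrected inhibition above about 18%, plus a signal ratio from 0.5 to 1.5, limit read from the data, passing the limit was not always enough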; further: strong numbers were not always called active
# FAS TE block: blocks the thioesterase domain of human fatty acid synthase | P49327 | recombinant FAS-TE, OMFH fluorogenic substrate, fluorescence endpoint | inhibition, % at 15 µM | actives 0.67% (n = 360,000);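 active means compounds whose normalised, plate-corrected inhibition of enzyme fluorescence in the single-dose primary screen is 50% or more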;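 further: 0% = DMSO with enzyme and 100% = substrate without enzyme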
# MsrA act: bovine methionine sulfoxide reductase A activation; purified bovine MsrA, absorbance read-out; activation, % at 10.6 µM; actives 0.3% (n = 360,000); AID 602163; in the data active means activation above about 7.5%;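 further: 0% = vehicle and 100% = reference activator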
# * marks the source's active call; other numbers are inactive results; i = inactive; x = not tested or not shown.
# Short forms: A = Neddylation inh; B = Rin1-Abl PPI inh; C = MT1-MMP act inh; D = SKN-1 inh; E = E coli Lon inh; F = PABP1 MLLE inh; G = NRP1-CendR mod; H = FAS TE block; I = MsrA act
> CCOC(=O)/C(C#N)=C/c1cn(CCC(=O)O)nc1-c1cccc(Cl)c1
  A: i; B: -2; C: 0; D: -3; E: -1; F: 13; G: 10; H: -7; I: -11
> CCC1CCCCN1c1nc(-c2cccc(OC)c2O)nc2ccccc12 (centres undefined)
  A: i; B: 1; C: -8; D: 5; E: -8; F: 0; G: -6; H: 32; I: -9
> CCC(C)Cn1c(C(C)C)nc2ccccc21 (centres undefined)
  A: i; B: -5; C: -5; D: 6; E: 0; F: 6; G: 7; H: -8; I: -2
> C/C(=N\N=C\c1cccc(F)c1)c1nnn(-c2nonc2N)c1C
  A: i; B: -1; C: 2; D: 11; E: 0; F: 1; G: 6; H: -3; I: -5
> C/C(=N\NC(=O)CC1N=C(Cc2ccccc2)NNC1=O)c1ccc(Br)cc1 (centres undefined)
  A: i; B: 0; C: -4; D: -2; E: -6; F: -6; G: 8; H: 8; I: -2
> O=C(NCC1(c2ccccc2)CCCC1)C(=O)N1CCOCC1
  A: i; B: 2; C: -8; D: 4; E: 0; F: 5; G: -10; H: -4; I: -5
> COC(=O)/C(=C/N(C)C)C(=O)N1CCN(c2ccc(Cl)c(Cl)c2)CC1
  A: i; B: -1; C: 1; D: -3; E: -5; F: -1; G: 12; H: -5; I: -2
> c1ccc(Nc2c3c(nc4ncnn24)CCC3)cc1
  A: i; B: 2; C: -1; D: 8; E: -12; F: 3; G: 0; H: -9; I: 0
> O=C(NCCN1CCOCC1)c1ccc([N+](=O)[O-])cc1[N+](=O)[O-]
  A: i; B: 0; C: -6; D: 10; E: -4; F: 8; G: -3; H: -4; I: 3
> CCOC(=O)C1CCCN(C(=O)c2ccc(OC)cc2)CC1 (centres undefined)
  A: i; B: 2; C: -1; D: -1; E: -17; F: -5; G: 13; H: -5; I: -2
> COCCOC(=O)c1c(C)oc2ccc(NS(=O)(=O)c3ccccc3)cc12
  A: i; B: 0; C: 5; D: 9; E: -2; F: -4; G: -2; H: 12; I: 1
> CCCCOC(=O)n1c(SCC(=O)N(C)C)nc2ccccc21
  A: i; B: -5; C: 6; D: -4; E: -9; F: -5; G: -8; H: -2; I: -2
> O=C(CCNC(=O)c1ccccc1Cl)NCCc1ccc(C(F)(F)F)cc1
  A: i; B: 2; C: 1; D: -6; E: 1; F: -4; G: -2; H: -3; I: 1
> C=CCn1c(O)c(N=NC(=O)OC(C)(C)C)c2ccccc21
  A: i; B: -3; C: 0; D: 6; E: -12; F: 5; G: 17; H: -2; I: -2
> COc1ccc(-c2noc(CCC(=O)NCC3CCN(Cc4cccc(C)c4)CC3)n2)cc1
  A: i; B: -2; C: x; D: -7; E: -1; F: 16; G: 4; H: -10; I: -4

# An excerpt from above, limited to SKN-1 inh and MsrA act:
smiles | SKN-1 inh | MsrA act
CCCCOC(=O)n1c(SCC(=O)N(C)C)nc2ccccc21 | -4 | -2
O=C(NCCN1CCOCC1)c1ccc([N+](=O)[O-])cc1[N+](=O)[O-] | 10 | 3

# Continued:
# Short forms: A = Neddylation inh; B = Rin1-Abl PPI inh; C = MT1-MMP act inh; D = SKN-1 inh; E = E coli Lon inh; F = PABP1 MLLE inh; G = NRP1-CendR mod; H = FAS TE block; I = MsrA act
> Cc1[nH]c2ccccc2c1-c1csc(N)n1
  A: i; B: 2; C: 9; D: -19; E: -32; F: -9; G: -2; H: -3; I: -7
> O=C(NC1CC1)C1=C[C@H](c2coc3ccccc3c2=O)C[C@H](OCCCCO)O1
  A: i; B: 4; C: -3; D: -6; E: -6; F: 8; G: 8; H: -4; I: -2
> CCN(CC)C(=O)c1sc(NC(=O)C(Sc2ccccc2)c2ccccc2)c(C(=O)OC(C)C)c1C (centres undefined)
  A: i; B: -3; C: -31; D: -1; E: -3; F: 32; G: 14; H: 25; I: -2
> CC(Oc1ccc(Br)cc1)C(=O)NCC(C)(C)N1CCOCC1 (centres undefined)
  A: i; B: 3; C: 4; D: 0; E: -2; F: -4; G: -17; H: -8; I: 1
> CC(C)(CNc1ccc([N+](=O)[O-])cc1Cl)CNS(C)(=O)=O
  A: i; B: 3; C: 1; D: -6; E: 1; F: 3; G: 8; H: 7; I: -1
> Cc1ccc(S(=O)(=O)N2CCCCC2)cc1NC(=O)c1cnccn1
  A: i; B: 2; C: 2; D: 5; E: -2; F: -2; G: -1; H: 1; I: -3
> CN1C(=O)C(C)(C)c2cc(S(=O)(=O)N3CCC(C(=O)NCc4ccccc4Cl)CC3)ccc21
  A: i; B: 2; C: -1; D: -6; E: -4; F: 3; G: 0; H: -3; I: -7
> O=C(COC(=O)CCNS(=O)(=O)c1ccc(Cl)cc1)Nc1ccccc1OC(F)F
  A: i; B: 0; C: -2; D: 13; E: -4; F: -10; G: 6; H: 4; I: -1
> COc1ccc(C(=O)Nc2cccc(/C(C)=N\NC(=O)c3ccoc3C)c2)cc1OC
  A: i; B: 0; C: 6; D: 6; E: 5; F: 8; G: 14; H: 2; I: -3
> Cc1c(N(C)S(=O)(=O)c2cccc(C(=O)NC(C)C)c2)c(=O)n(-c2ccccc2)n1C
  A: i; B: -2; C: -2; D: 2; E: 2; F: 34; G: 15; H: -2; I: -4
> Cc1c(CN2CCN(CC(C)C)C(CCO)C2)[nH]c2ccc(Cl)cc12 (centres undefined)
  A: i; B: -2; C: 1; D: 5; E: 2; F: -3; G: 2; H: -3; I: 0
> CCOc1ccc(C(=O)NNC(=O)CN2C(=O)NC3(CCCC3)C2=O)cc1
  A: i; B: -1; C: 0; D: 26; E: 3; F: -9; G: 4; H: -6; I: 6
> C=CCN1c2ccccc2[C@]23C[C@@H](C(=O)OC)N(C(=O)OCC)C2=NC(C(=O)OC)=C(C(=O)OC)[C@H]13
  A: i; B: -1; C: 1; D: 13; E: 2; F: 6; G: -5; H: -4; I: -3
> Cc1ccc(S(=O)(=O)/N=C(\CN2CCOCC2)N2CCOCC2)cc1
  A: i; B: -4; C: 2; D: 26; E: 0; F: 6; G: 13; H: -9; I: 1
> COc1ccc(CCC(=O)Nc2nnc(C)s2)cc1
  A: i; B: -3; C: 1; D: -4; E: -1; F: 0; G: -2; H: -2; I: -2
> Cc1cc(=O)oc2cc(Oc3ncccn3)ccc12
  A: i; B: 5; C: 4; D: 12; E: -11; F: -10; G: -15; H: -5; I: -1
> CC1CC(C)CN(S(=O)(=O)c2ccc(C(=O)NCCCn3ccnc3)cc2)C1 (centres undefined)
  A: i; B: -1; C: 0; D: 14; E: 6; F: -4; G: 1; H: -9; I: -10
> CC1CCN(c2nc(-c3ccccc3)c(C#N)c(=O)[nH]2)CC1
  A: i; B: 3; C: 0; D: -5; E: -4; F: -15; G: 15; H: 1; I: -4
> COc1ccc(C(=O)Nc2nnc(CCS(=O)(=O)c3ccc(C)cc3)s2)cc1
  A: i; B: -1; C: 0; D: -5; E: -5; F: 4; G: 12; H: -3; I: 0
> O=C(c1ccc2c(Cl)c3c(nc2c1)CCCC3)N1CCN(c2ccc(F)cc2)CC1
  A: i; B: -6; C: x; D: -15; E: -12; F: -14; G: -16; H: 34; I: -10
> C=CCN(CC=C)C(=O)Cn1cnc([N+](=O)[O-])n1
  A: i; B: -4; C: 3; D: -3; E: 0; F: 0; G: -3; H: -3; I: -2
> Cc1cc(C)c2c(-n3cccc3)n[nH]c2n1
  A: i; B: -2; C: 0; D: -18; E: -8; F: 4; G: -1; H: -3; I: -12
> CCCOc1ccc(CC(=O)NNC(=S)Nc2ccccc2)cc1Br
  A: i; B: -2; C: -1; D: 3; E: -3; F: 33; G: 2; H: -4; I: -1
> Cc1ccc(C(=O)NC(C)c2ccccc2)o1 (centres undefined)
  A: i; B: -2; C: -1; D: 17; E: 7; F: 2; G: -6; H: -8; I: 1
> c1csc(-c2nnsc2-c2nc3ccccc3[nH]2)c1
  A: i; B: -2; C: -18; D: 1; E: -25; F: -1; G: -32; H: -7; I: 1
> CCOC(=O)COc1ccc2c3c(c(=O)oc2c1C)CCC3
  A: i; B: -4; C: 3; D: -9; E: -2; F: -3; G: 2; H: 3; I: -3
> O=C(Nc1ccccc1Oc1ccccc1)c1ccc(Br)o1
  A: i; B: 1; C: -11; D: -16; E: 5; F: -3; G: 6; H: 24; I: -8
> CN(C)/C=C1\N=C(c2cccs2)OC1=O
  A: i; B: -5; C: -12; D: -3; E: 5; F: 7; G: 4; H: -6; I: -8
> O=C1CN(C(=O)CSc2nnc3ccccn23)c2ccccc2N1
  A: i; B: 0; C: -2; D: 0; E: -13; F: -8; G: -8; H: -13; I: -1
> Cc1ncc(CO)c(/C=N/NC(=O)c2ccc(O)cc2)c1O
  A: x; B: -2; C: 2; D: 6; E: -5; F: 8; G: -5; H: -6; I: -8
> CSc1nnc(C(C)(C)C)c(=O)n1/N=C/c1ccccc1O
  A: i; B: 0; C: 3; D: -5; E: 4; F: 1; G: 10; H: 4; I: -8
> CSc1ccc(Cl)c(C(=O)Nc2ccc(Cl)cn2)c1
  A: i; B: 4; C: -11; D: 6; E: 7; F: -15; G: -17; H: 8; I: -3
> O=C1NC(=O)C(Nc2cccc3ccccc23)S1 (centres undefined)
  A: i; B: -4; C: 4; D: 0; E: -4; F: 8; G: -5; H: -3; I: 0
> OCCN(CCCn1c(C(F)(F)F)nc2ccccc21)c1nc(CN2CCCCC2)cs1
  A: i; B: -1; C: -7; D: 8; E: 7; F: -3; G: -2; H: -11; I: -2
> Cc1nc2ccc(C(=O)N(C)CC3CCCN(CCc4ccc(Cl)cc4)C3)cc2[nH]1 (centres undefined)
  A: i; B: 4; C: 0; D: 18; E: -2; F: -12; G: 9; H: -6; I: -2
> Cn1c(N)c(C(=O)COC(=O)/C=C/c2ccc(F)cc2)c(=O)n(C)c1=O
  A: i; B: 2; C: 5; D: 5; E: -4; F: -4; G: 6; H: -5; I: 0
> CCc1ccccc1N(C)S(=O)(=O)c1ccc(-c2cc(C)no2)s1
  A: i; B: -1; C: -11; D: 11; E: 0; F: -11; G: 10; H: 29; I: 0
> CC(=O)Nc1cc(Br)ccc1O
  A: i; B: 1; C: 3; D: -9; E: 0; F: -1; G: 0; H: -4; I: -4
> Cc1cc(C(=O)CCC(=O)Nc2ccc(S(N)(=O)=O)cc2)c(C)s1
  A: i; B: 1; C: 6; D: -3; E: -3; F: 12; G: 5; H: -1; I: -5
> O=C(NCCOCCNC(=O)OCc1ccccc1)OCc1ccccc1
  A: i; B: 2; C: -1; D: -1; E: -3; F: 16; G: 15; H: 0; I: -3
> O=C1C=C(NCc2ccc(Cl)cc2)CC(c2ccco2)C1 (centres undefined)
  A: i; B: -2; C: 0; D: 1; E: -3; F: -5; G: -5; H: 5; I: 0
> O=C(NCc1ccccc1)C(c1ccccc1)N(C(=O)c1csnn1)c1ccccc1 (centres undefined)
  A: i; B: 2; C: -2; D: -16; E: -13; F: 13; G: -3; H: 2; I: -3
> CNC(C)C(=O)NC(C(=O)N1CCCC1C(=O)NNc1ccccc1)C(C)C (centres undefined)
  A: i; B: 6; C: 12; D: -5; E: 13; F: -8; G: 7; H: -10; I: -2
> O=C1C2C3C=CC(C4CC34)C2C(=O)N1c1nccs1 (centres undefined)
  A: i; B: 4; C: 0; D: 7; E: -3; F: 8; G: 1; H: -8; I: -1
> COc1ccc(C2CCCN2C(=O)Nc2cccc(C(C)=O)c2)cc1OC (centres undefined)
  A: i; B: -1; C: 2; D: 0; E: -1; F: 6; G: 19; H: -4; I: -6
> Cc1cccc(C)c1OCc1cc(C(=O)NCC2CCCCC2)no1
  A: i; B: 0; C: 3; D: 18; E: -1; F: 5; G: 6; H: 1; I: 8
> Cc1cc(C)n2nc(C(=O)N/N=C/c3ccc(O)cc3)nc2n1
  A: i; B: 1; C: 1; D: 3; E: 5; F: -4; G: 5; H: -3; I: -4
> CCOc1ccc(CCNC(=O)COC(=O)c2ccc(S(C)(=O)=O)cc2)cc1OCC
  A: i; B: 2; C: -1; D: 9; E: 10; F: -23; G: -4; H: -2; I: 0

# From PubChem BioAssay
